# Screens deposited in PubChem by Johns Hopkins Ion Channel Center.
# CHT block: inhibitors of human choline transporter CHT. High affinity choline transporter 1 (Homo sapiens), Q9GZV3. CHT-expressing cells, membrane potential dye, choline response; hits give low values. B-score at 10 µM. 310,000 compounds, 0.86% hits. AID 488975, 2010;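 active = B-score over 3 SD under the library average, and starting fluorescence ratio not unusually high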;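 also: choline stimulus applied at its EC90 after an EC20 pre-addition; B-score computed on integrated fluorescence ratio after choline addition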
# Target sequence (Q9GZV3 whole entry, looked up): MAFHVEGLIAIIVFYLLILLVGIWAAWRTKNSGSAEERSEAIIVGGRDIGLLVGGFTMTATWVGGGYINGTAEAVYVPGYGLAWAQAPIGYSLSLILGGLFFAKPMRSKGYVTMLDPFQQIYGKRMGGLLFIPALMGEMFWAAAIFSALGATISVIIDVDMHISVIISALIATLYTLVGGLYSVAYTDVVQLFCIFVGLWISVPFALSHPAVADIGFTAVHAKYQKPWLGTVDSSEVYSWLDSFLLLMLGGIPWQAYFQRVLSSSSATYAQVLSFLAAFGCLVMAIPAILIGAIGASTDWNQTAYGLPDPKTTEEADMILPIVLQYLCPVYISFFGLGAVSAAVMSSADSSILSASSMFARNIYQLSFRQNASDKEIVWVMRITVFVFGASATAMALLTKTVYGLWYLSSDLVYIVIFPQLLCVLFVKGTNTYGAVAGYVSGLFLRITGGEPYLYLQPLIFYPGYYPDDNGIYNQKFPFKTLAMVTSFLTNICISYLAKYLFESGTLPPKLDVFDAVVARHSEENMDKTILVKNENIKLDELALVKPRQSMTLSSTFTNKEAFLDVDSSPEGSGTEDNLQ
# Kir21 block: inhibitors of mouse Kir2.1 inward-rectifier potassium channel. B-score at 10 µM. HEK293-Kir2.1, FluxOR thallium flux fluorescence; hits give low values. AID 1672, 2009. Inward rectifier potassium channel 2 (Mus musculus), P35561. 310,000 compounds, 0.85% hits;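 active = fluorescence ratio B-score at or below minus 3 SD of library scores, with starting-brightness B-score within 2 SD, cut at about -4.2 in these data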;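 also: channel flux triggered by added potassium and thallium sulfate stimulus; B-score of peak minus minimum fluorescence over baseline after thallium stimulus; more negative B-score means stronger Kir2.1 block with less thallium influx; some compounds called inactive have numbers as strong as hits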
# Target sequence (P35561 whole entry, looked up): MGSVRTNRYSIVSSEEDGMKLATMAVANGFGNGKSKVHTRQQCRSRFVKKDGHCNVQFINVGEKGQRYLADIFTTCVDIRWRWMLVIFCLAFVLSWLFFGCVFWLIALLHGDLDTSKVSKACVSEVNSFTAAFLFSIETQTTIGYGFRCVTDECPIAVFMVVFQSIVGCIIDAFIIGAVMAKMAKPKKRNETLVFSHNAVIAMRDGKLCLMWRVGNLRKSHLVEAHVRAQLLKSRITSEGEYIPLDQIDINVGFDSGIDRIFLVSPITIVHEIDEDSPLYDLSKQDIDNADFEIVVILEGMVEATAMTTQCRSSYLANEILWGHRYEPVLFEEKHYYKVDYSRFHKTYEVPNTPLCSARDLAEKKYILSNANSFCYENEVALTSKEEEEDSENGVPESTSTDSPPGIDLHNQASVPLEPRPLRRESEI
# Active calls of the source: *; i = inactive; . = no result given.
SMILES,CHT block,Kir21 block
COc1ccc(Cl)cc1NC(=O)CN(C)C(C)C(=O)NC(=O)NC1CCCCC1 (stereo unspecified),i,0.94
O=C(CN1C(=O)C2C3C=CC(C4CC34)C2C1=O)OCC(=O)c1ccccc1 (stereo unspecified),i,1.4
O=C(CCN1C(=O)c2ccccc2S1(=O)=O)NCc1ccccc1Cl,.,1.5
CCn1c(C)[n+](Cc2ccccc2)c2ccc(C(=O)OC)cc21,i,-0.66
COc1ccccc1CC(=O)Nc1cccc(F)c1,i,0.77
CC(=O)Nc1ccccc1P(=O)(c1ccccc1)c1ccccc1OC(C)=O (stereo unspecified),i,-0.84
CCOc1nc(-c2ccc(C)cc2)ccc1-c1noc(-c2cccnc2)n1,.,1.3
CC(N=C1CC(C)(C)CC(=O)/C1=C(/O)CCCN1C(=O)c2ccccc2C1=O)C(=O)O (stereo unspecified),i,-0.11
CCCn1c(SCC(=O)/C(C#N)=C(\C)N)n[nH]c1=O,i,0.38
O=C(NC1CCCCC1)C(c1ccncc1)N(Cc1ccccc1)C(=O)c1ccc(-c2ccccc2)[nH]1 (stereo unspecified),i,3.3
Cc1noc(C)c1COC(=O)CCCNC(=O)c1ccc(Cl)cc1,i,0.02
N/C(Cc1ccc(Cl)cc1Cl)=N\OC(=O)Cc1ccc(Cl)cc1,i,0.31
Cc1cc(NC(=O)CN2CCCC2c2nc3ccccc3s2)no1 (stereo unspecified),i,-5.4
COc1ccccc1N1N=C(c2cccs2)CC1c1ccccc1 (stereo unspecified),i,0.62
CN(Cc1ccc(F)cc1)C(=O)c1sccc1-c1ccccc1,i,-7.8*
Oc1ccc(-c2nc(-c3ccc(O)c(O)c3)cs2)cc1,-5*,0.55
Cn1c(=O)n(C)c2cc(/C=N/NC(=O)c3ccc(Cl)cc3Cl)ccc21,i,0.74
COc1ccc(NC(=S)NC(NC(=O)C(C)C)C(Cl)(Cl)Cl)c([N+](=O)[O-])c1 (stereo unspecified),i,0.33
COC(=O)c1cc2oc(C)cc2n1CC(=O)N(C)c1ccccc1,i,2.3
CN1\C(=C/C=C/C=C/C=[N+](C)C)C(C)(C)c2ccccc21,.,-13*
CCOC(=O)c1cnc(-c2ccccc2)nc1N1CC(C)OC(C)C1 (stereo unspecified),i,-0.2
Cc1cc2c(c(=O)o1)C(CCC1CCCCC1)C(C#N)=C(N)O2 (stereo unspecified),i,-1.2
CC1(c2ccccc2)NC(=O)N(CC#N)C1=O (stereo unspecified),i,1.8
CCOC(=O)C1C(O)=CC(=O)CC1c1ccccc1 (stereo unspecified),i,1.1
COc1cccc(-c2nc(-c3ccc(NC(=O)c4ccncc4)cc3)no2)c1,i,1.8
Cc1nnc(N/N=C/c2ccccc2C(F)(F)F)n1N,i,1.2
CCN(c1ccccc1)S(=O)(=O)c1cc(C(=O)O)ccc1C,i,-1.1
Cc1ccc(S(=O)(=O)NCC(=O)NCC(=O)NC(C)c2ccccc2Br)cc1C (stereo unspecified),i,-1.9
COc1ccc(N(C)C2=NS(=O)(=O)c3ccccc32)cc1,i,0.07
C/C(=N\NC(=O)c1ccoc1C)c1cccnc1,i,-1.8
Cc1ccc(C(=O)OCC(=O)c2ccc(S(=O)(=O)N3CCCCC3)cc2)o1,i,-1.4
Cc1coc2cc3oc(=O)c(CCC(=O)O)c(C)c3cc12,i,-1.2
COc1cc(/C=C2\SC(=O)NC2=O)ccc1Oc1ccc([N+](=O)[O-])cn1,i,0.06
NS(=O)(=O)c1ccc(NC(=O)/C=C/c2ccc(S(=O)(=O)NCc3ccco3)cc2)cc1,i,0.08
O=C(NCC1CCCCC1)c1ccc([N+](=O)[O-])cc1,i,-0.9
COC(=O)c1scc(C)c1NS(=O)(=O)c1ccc(NC(C)=O)cc1,i,1.4
CCOC(=O)N1CCC(Nc2ncnc3c2cnn3-c2ccc(C)cc2C)CC1,-6.9*,0.01
O=C(NC1=NCCS1)c1ccc(Cl)c(S(=O)(=O)N2CCOCC2)c1,i,0.77
Cc1ccc(S(=O)(=O)NC(N)=NCCc2ccc(Cl)cc2)cc1,i,-2.8
CCN(C(=O)CN1C(=O)c2ccccc2S1(=O)=O)C1CCCCC1,i,-2
CCN(CC)c1ccc(/C=N/NC(=O)CNC(=O)c2ccc3c(c2)OCCO3)cc1,i,-1.8
CCOC(=O)N1CCN(C(=O)c2cc3ccc(OC)cc3[nH]2)CC1,i,0.16
Cc1cccc(NC(=O)NNC(=O)c2ccc3ccccc3c2O)c1,i,0.38
O=C(CCN1C(=O)COc2ccccc21)NCCCN1CCCC1,i,-0.01
Cc1nn(C)cc1C(=O)Nc1cc(Oc2ccc(Cl)cc2)cc([N+](=O)[O-])c1,i,1.7
O=C(O)CC1SC(N/N=C/c2ccc(Br)cc2)NC1=O (stereo unspecified),i,3.5
O=C(NCCO)c1ccc2c3n(nc2c1)-c1ccccc1CO3,i,0.11
CCOc1ccc(NC(=O)Nc2cc(C)on2)cc1,i,0.58
COc1ccccc1N1CCN(S(=O)(=O)c2cccc(F)c2)CC1,i,-0.31
COCCn1c(SCC(=O)Nc2ccccc2OC)nnc1-c1ccco1,i,0.15
Cc1cc(-c2c(C(=O)N3CCOCC3)c(C)nn2-c2cccc(C(F)(F)F)c2)no1,i,-0.92
COc1ccc(Cl)cc1NC(=O)CN(C)CC(=O)Nc1ccccc1C(F)(F)F,i,0.2
COc1ccc(C2CC(c3ccccc3OC(C)=O)=NN2C(=O)/C=C/c2ccccc2)cc1OC (stereo unspecified),i,-0.2
CCOc1ccc(C(Nc2ccc(C)cc2)P2(=O)OCC(C)(C)CO2)cc1 (stereo unspecified),i,-0.18
CCCCN(c1ccccc1)c1ncnc2nc[nH]c12,i,-0.07
N#Cc1c2n(c3c(=O)n(Cc4ccccc4Cl)cnc13)CCCC2,i,0.92
CC1CCCN(c2ncnc3c2cnn3-c2ccccc2)C1 (stereo unspecified),i,0.77
NC(=O)CC(NC(=O)c1ccccc1)c1ccc(N2CCN(c3ccccc3)CC2)c([N+](=O)[O-])c1 (stereo unspecified),i,1
COc1ccc(NC(=O)Cc2ccc(C)c(C)c2)cc1Cl,i,-0.52
COc1ccc(S(=O)(=O)N2CCN(C)CC2)c(C)c1,i,-0.86

# Printed as active in Kir21 block, of those listed so far:
SMILES,CHT block,Kir21 block
CN(Cc1ccc(F)cc1)C(=O)c1sccc1-c1ccccc1,i,-7.8*
CN1\C(=C/C=C/C=C/C=[N+](C)C)C(C)(C)c2ccccc21,.,-13*

# The results go on:
SMILES,CHT block,Kir21 block
O=C(CSc1ccc(F)cc1)NC1CCCCC1,i,-0.69
O=C(Nc1ccccc1C(=O)N1CCOCC1)c1ccc([N+](=O)[O-])cc1,i,-0.11
Cc1cc(C)n(CCc2nc(-c3ccco3)cs2)n1,i,0.81
COC(=O)N/N=C/c1cc(N=Nc2ccccc2Cl)ccc1O,i,0.74
O=S(=O)(c1cccc(NC(=S)Nc2ccc(Br)cc2Cl)c1)N1CCOCC1,i,-1
CCn1c(Cn2nnc(-c3ccccc3)n2)nnc1SCC(=O)N1CCOCC1,i,0.9
COc1ccc(Cl)cc1NC(=O)Cn1c(NCCO)nc2ccccc21,i,-0.01
COc1ccc(C(CNC(=O)c2sccc2C)N2CCOCC2)cc1 (stereo unspecified),i,2.2
C=CCn1c(O)c(N=NC(=O)CNC(=O)/C=C/c2ccco2)c2ccccc21,i,0.01
COc1ccc(-n2ncc(N(C)n3cccc3)c(Cl)c2=O)cc1,i,-0.08
S=C(c1ccc(Br)cc1)N1CCN(Cc2ccccc2)CC1,i,0.04
Cc1ccc(C)c(CN2C(=O)c3ccccc3S(=O)c3ccc(C(=O)NCCCN4CCCC4)cc32)c1 (stereo unspecified),i,-2.2
Clc1ccc(OCCN2CCOCC2)cc1,i,0.76
Cc1cccc(-c2oc3ccccc3c2-c2ccc3c(c2)OCO3)c1,i,1.1
CC1CCc2sc(C(=O)NC(C)C3CCCO3)cc2C1 (stereo unspecified),i,1.2
CN=C1SC(CC(=O)Nc2ccc(F)cc2F)C(=O)N1/N=C(\C)c1cccc(OCC(=O)O)c1 (stereo unspecified),i,-1.4
COc1cccc(C(=O)C2CCCN(Cc3cccc(OCCO)c3)C2)c1 (stereo unspecified),i,-0.01
COc1cc(NC(=O)c2cccnc2Sc2ccc(C)c(C)c2)cc(OC)c1OC,i,0.01
C=CCNC(=O)c1ccccc1NC(=O)c1ccc(Cl)c(S(=O)(=O)Nc2cc(C)ccc2C)c1,i,0.52
CCN(c1ccc(OC)cc1)S(=O)(=O)c1csc(C(N)=O)c1,i,-0.89
COCc1ccc(CN2CCCC(C(=O)Nc3ccc(-c4cscn4)cc3)C2)o1 (stereo unspecified),i,0.96
O=C(NC1CC1)c1cc(Cl)ccc1[N+](=O)[O-],i,0.12
CC(=O)Oc1ccc(C(=O)N2c3ccccc3NC(=O)C2C)cc1 (stereo unspecified),i,-1.6
COc1cccc(NC(=O)C(C)N2C(=O)c3ccccc3S2(=O)=O)c1 (stereo unspecified),i,0
Cc1ccn(S(=O)(=O)c2ccc3oc(=O)ccc3c2)n1,i,-0.39
Cc1ccc(C)c(C(=O)COC(=O)c2cc([N+](=O)[O-])ccc2NCCO)c1,i,1.3
Cc1ccc(-c2nnc(Nc3ccccc3)o2)cc1,i,0.27
CCc1ccc(N2C(=O)C3C4C=CC(CC4)C3C2=O)cc1 (stereo unspecified),i,-2.1
CCOC(=O)N1CCN(S(=O)(=O)c2c[nH]c(C(=O)OC)c2)CC1,i,1
Cc1cccc(NC(=O)Nc2ccccc2)n1,i,1.1

# A different layout for some results above.
SMILES	CHT block	Kir21 block
CCOc1nc(-c2ccc(C)cc2)ccc1-c1noc(-c2cccnc2)n1	.	1.3
CC(N=C1CC(C)(C)CC(=O)/C1=C(/O)CCCN1C(=O)c2ccccc2C1=O)C(=O)O (stereo unspecified)	i	-0.11
CCCn1c(SCC(=O)/C(C#N)=C(\C)N)n[nH]c1=O	i	0.38
O=C(NC1CCCCC1)C(c1ccncc1)N(Cc1ccccc1)C(=O)c1ccc(-c2ccccc2)[nH]1 (stereo unspecified)	i	3.3
Cc1noc(C)c1COC(=O)CCCNC(=O)c1ccc(Cl)cc1	i	0.02

# (further entries)
SMILES,CHT block,Kir21 block
CCCCC(=O)Nc1nnn(CCC)n1,i,0.12
CCCc1nnc(SCC(=O)Nc2ccc(OCC)cc2)n1N,i,0.49
CC(C)(C)C1CCC(N2CCN(c3ccccc3)CC2)CC1 (stereo unspecified),i,0.32
CC(Sc1nncn1C)C(=O)Nc1ccc(S(N)(=O)=O)cc1 (stereo unspecified),i,0.17
COc1cnn(-c2ccc(C)cc2)c(=O)c1Br,i,0.36
COCc1cc(=O)[nH]c(/N=C(\N)Nc2ccc(Oc3ccccc3)cc2)n1,i,-1.2
CC(C)C1(C(C)C)OC(=O)c2ccccc21,i,-1.7
COc1ccc(OC)c(NC(=O)CCCN2C(=S)NC(C)(C)CC2C)c1 (stereo unspecified),i,1.9
O=C(Nc1cccc(-c2cn3c(n2)SCC3)c1)c1ccc2c(c1)OCO2,i,-0.01
Cc1cc(C)nc(NC(=NCCc2c[nH]c3ccccc23)NC(=O)Nc2ccc(Cl)c(Cl)c2)n1,i,2.5
Cc1cc(C)c(NC(=O)c2ccc[n+](Cc3ccc([N+](=O)[O-])cc3)c2)c(C)c1,-10*,1.9
Cc1cc(NC(=O)C(=O)NCCN2CCN(C(=O)c3cccs3)CC2)ccc1Br,i,-0.21
O=S(=O)(c1ccc(Cl)cc1)N(Cc1ccccn1)Cc1ccccn1,i,-0.8
C=CCNC(=S)N/N=C/c1ccc(N(CC)Cc2ccccc2)cc1,i,0.58
Cc1ccc2c(c1)N(CC(=O)Nc1ccc3c(c1)OCCO3)C(=O)CO2,i,-2.2
COc1ccc(OCCCc2c(C)n[nH]c2C)cc1,i,1.8
COc1ccc(/C=C/C(=O)O)cc1S(=O)(=O)N1CCC(Cc2ccccc2)CC1,i,1.4
Cc1cccc(C(=O)NC(=S)NNC(=O)COc2c(C)cccc2C)c1,i,1.1
CCOC(=O)c1sc(NC(=O)CN2C(=O)NC3(CCCCCCC3)C2=O)c(C(=O)OCC)c1C,i,0.28
C=CCc1cccc(CNc2nc3ccccc3n2C(C)C)c1O,i,0.01
CCN1CCc2c(C#N)c(N3CCOCC3)nc(NCCO)c2C1,i,1.4
CC(C)N=C1NN=C(c2cccs2)C(CC(=O)O)S1 (stereo unspecified),i,1.6
O=C(NC1CCCCC1)C(c1ccncc1)N(C(=O)Cc1cccs1)c1ccccc1 (stereo unspecified),i,-0.76
Cc1[nH]n(-c2ccccc2)c(=O)c1C(C[N+](=O)[O-])c1ccc(F)cc1 (stereo unspecified),i,0.67
N#CCCn1c(C2CCCCC2)nc2ccccc21,i,0.68
CCC(CO)Nc1ncc([N+](=O)[O-])cc1C#N (stereo unspecified),i,1.3
CC(=O)c1cccc(NC(=O)c2ccc3c(c2)CCCC3)c1,i,1.2
O=S(=O)(c1cccc(S(=O)(=O)N2CCCC2)c1)c1cccc(S(=O)(=O)N2CCCC2)c1,i,-0.01
CC(=O)Nc1ccc(S(=O)(=O)Oc2cccc(N3C(=O)C4CC=CCC4C3=O)c2)cc1 (stereo unspecified),i,0.87

# Quoted at random: 3 compounds from above, in no set order.
SMILES,CHT block,Kir21 block
Cc1cccc(C(=O)NC(=S)NNC(=O)COc2c(C)cccc2C)c1,i,1.1
O=C(NC1CCCCC1)C(c1ccncc1)N(C(=O)Cc1cccs1)c1ccccc1 (stereo unspecified),i,-0.76
CCOC(=O)c1sc(NC(=O)CN2C(=O)NC3(CCCCCCC3)C2=O)c(C(=O)OCC)c1C,i,0.28
